SW480 rereplic = induces DNA re-replication in SW480 colon adenocarcinoma cells | SW480 DNA re-replication, Hoechst DNA content imaging, 48 h | Potency, µM (doses to about 46.1 µM), for the others: at the top dose re-replication activation, actives largely listed as activators | 340,000 tested, 1.8% active | AID 624297; also: potency is read from the fitted curve at half-maximal effect; % of control where 0% means no effect; nearly all actives have a fitted effect of over 55% in size
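DNA re-replication was detected as more nuclei of elevated Hoechst intensity after 48 hr exposure to compound (23 nL pinned per well of 250 cells).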
ATXN viability = viability counter-screen for ATXN expression inhibitors | S2 cells (HEK-293 line with an ATXN2-luciferase reporter) viability, CellTiter-Fluor protease fluorescence, 24 h | Potency, µM (top dose mostly 56.7 µM), usual class: cytotoxic | 400,000 tested, 0.49% active; also: potency is read from the fitted curve at half-maximal effect; nearly all actives have a fitted effect of over 40% in size
KB-V1 cytotox = kills drug-selected multidrug resistant KB-V1 cells; KB-V1 MDR cells viability, CellTiter-Glo, 72 h; Potency, µM (series often up to 46.1 µM), for inactives: at the top dose activity change, negative = cytotoxicity, most hits filed as cytotoxic; 400,000 tested, 3.4% active; also: potency is read from the fitted curve at half-maximal effect; % is scaled to controls: 0 for no effect and ±100 for the full control effect; nearly all actives have a fitted effect of over 60% in size
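qHTS viability screen in drug-selected KB-V1 MDR cells: 72 h compound treatment at 37 degrees C, ATP luminescence end point.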
HT1080NT lethal = kills 2HG-producing HT-1080-NT fibrosarcoma cells | Potency, µM (top dose mostly 46.1 µM), inactives show at the top dose activity, negative = less viability, actives largely listed as cytotoxic | HT-1080-NT fibrosarcoma viability, CellTiter-Glo ATP luminescence, 48 h | 360,000 tested, 1.6% active;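 also: NT is the 2HG producing partner of a matched IDH1 knockdown line; potency is read from the fitted curve at half-maximal effect; 0% = DMSO-treated cells and -100% = media-only wells without cells; nearly all actives have a fitted effect of over 55% in size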
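Compounds were tested in concentration-response format on HT-1080-NT cells for 48 hours at 37 degrees C. Cell viability came from CellTiter-Glo luminescence; curves were classified by r2, response magnitude and activity.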
KB-3-1 cytotox = kills parental KB-3-1 adenocarcinoma cells. KB-3-1 viability, CellTiter-Glo ATP luminescence, 72 h. Potency, µM (top dose mostly 46.1 µM), for inactives: at the highest dose activity change, negative = cytotoxic, usual class: cytotoxic. 400,000 tested, 1.4% active; also: potency is read from the fitted curve at half-maximal effect; % is scaled to controls: 0 for no effect and ±100 for the full control effect; nearly all actives have a fitted effect of over 60% in size
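Parental KB-3-1 adenocarcinoma cells in phenol-red-free DMEM with 10% FBS were pin-treated with compounds at several concentrations, incubated 72 h at 37 °C, and viability read by CellTiter-Glo luminescence; concentration-effect curves were fitted after normalization.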
ATXN2 expr inh = ATXN2 expression inhibition; HEK-293 ATXN2-luciferase reporter, luminescence, 24 h; Potency, µM (series often up to 57 µM), for the others: at the top dose activity change, negative = inhibition, hits mostly inhibitors; 360,000 tested, 0.72% active; also: potency is read from the fitted curve at half-maximal effect; % is scaled to controls: 0 for no effect and ±100 for the full control effect; nearly all actives have a fitted effect of over 55% in size
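ATXN2-luciferase reporter cells (luciferase flanked by upstream and downstream ATXN2 gene portions) were treated 24 h at 37 °C with compounds at up to 57 uM. SteadyGlo luminescence gave expression; GF-AFC fluorescence gave viability.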
MCF10A rereplic = inducers of DNA re-replication in MCF 10A breast cells; MCF 10A DNA re-replication, Hoechst nuclear intensity, 48 h; Potency, µM (titrated, usually from 46.1 µM), without a hit: at the top dose activity, positive = re-replication, usual class: activators; 350,000 tested, 2.9% active; also: potency is read from the fitted curve at half-maximal effect; % of control where 0% means no effect; nearly all actives have a fitted effect of over 50% in size
HT1080 IDH1KD tx = kills HT-1080 cells with IDH1 knockdown. HT-1080 IDH1 knockdown viability, ATP luminescence, 48 h. Potency, µM (doses to about 46.1 µM), for the others: top-dose activity, negative = toxicity, actives largely listed as cytotoxic. 360,000 tested, 2% active. AID 686971;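 also: potency is read from the fitted curve at half-maximal effect; 0% = DMSO wells and -100% = cell-free medium wells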
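Using the IDH1-knockdown HT-1080 line run in the same batch and compound series as the NT line, viability after 48 h at 37 °C was determined by CellTiter-Glo luminescence and expressed as % activity.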
IL1B secr inh = inflammasome signaling inhibition, IL-1 beta readout | 360,000 tested, 4.7% active | THP-1 LPS/ATP IL-1B secretion, AlphaLISA, 16 h; active compounds read low | activity change, % at 57.5 µM; in the data active = activity change below about -50%; inconclusive = mostly about -30% to -49%; also: % is scaled to controls: 0 for no effect and ±100 for the full control effect
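Secreted IL-1B measured by AlphaLISA bead assay after 16 h compound exposure of THP-1 cells; compounds (final up to 57.5 uM) added 1 h before LPS (250 ng/mL) and ATP (1.25 mM) stimulation; lower signal means less secretion.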
* hit, by the source's call; [ ] = another dose, or the depositor's remark. Unless noted, calls follow the shape of the dose curve; as a rule, active = well fitted curve in the direction sought with a large enough effect; inconclusive = small, poorly fitted or top-dose-only effect, or another doubt; inactive = no such curve, though single readings can be large; an effect the other way counts as inactive or inconclusive.

`O=C(COc1ccccc1Cl)N1CCCCCCC1` gave SW480 rereplic -0.1%, ATXN viability inactive, KB-V1 cytotox -3.3%, HT1080NT lethal -2.2%, KB-3-1 cytotox 3.9%, ATXN2 expr inh -6.1%, MCF10A rereplic 2.0%, HT1080 IDH1KD tx 1.9% and IL1B secr inh 7.4.
For COc1ccccc1Oc1ccc(S(=O)(=O)N2CCN(C)CC2)cc1 the results were SW480 rereplic -1.7%, ATXN viability inactive, KB-V1 cytotox inconclusive, HT1080NT lethal -18.8%, KB-3-1 cytotox -5.8%, ATXN2 expr inh -8.4%, MCF10A rereplic -7.5%, HT1080 IDH1KD tx -0.4% and IL1B secr inh 22.9.
Screening CN(C(=O)COC(=O)Cc1c(Cl)cccc1Cl)c1c(N)n(Cc2ccccc2)c(=O)[nH]c1=O returned SW480 rereplic -4.1%, ATXN viability inactive, KB-V1 cytotox 25.7%, HT1080NT lethal -3.7%, KB-3-1 cytotox inconclusive, ATXN2 expr inh 0.9%, MCF10A rereplic -1.9%, HT1080 IDH1KD tx -2.8% and IL1B secr inh 3.7.
`CSc1cccc(NC(=O)N2CCN(C)CC2)c1` gave SW480 rereplic -2.9%, ATXN viability inactive, KB-V1 cytotox inconclusive, HT1080NT lethal -0.7%, KB-3-1 cytotox 0.1%, MCF10A rereplic -1.9%, HT1080 IDH1KD tx -3.9% and IL1B secr inh -7.0.
S=c1[nH]cnc2sc(Nc3ccccc3)nc12 was read as SW480 rereplic inconclusive, ATXN viability 11.2µM*, KB-V1 cytotox -3.2%, HT1080NT lethal -8.0%, KB-3-1 cytotox -23.3%, MCF10A rereplic 19.5%, HT1080 IDH1KD tx -10.2% and IL1B secr inh -6.2.
O=C(Oc1ccccc1)c1ccc2nccnc2c1 was read as SW480 rereplic 2.9%, ATXN viability inactive, KB-V1 cytotox -2.4%, HT1080NT lethal 0.1%, KB-3-1 cytotox 11.1%, ATXN2 expr inh -4.2%, MCF10A rereplic 12.1%, HT1080 IDH1KD tx -0.1% and IL1B secr inh 8.2.
For COCCCn1nnnc1SCC(=O)N1c2ccccc2CC1C (stereo unspecified) the results were SW480 rereplic 3.2%, ATXN viability inactive, KB-V1 cytotox -12.1%, HT1080NT lethal 0.9%, KB-3-1 cytotox 10.1%, MCF10A rereplic inconclusive, HT1080 IDH1KD tx -0.3% and IL1B secr inh 22.6.
O=C(CN(Cc1ccccc1)S(=O)(=O)c1ccccc1)N/N=C/c1ccccc1C(=O)O was read as SW480 rereplic 0.9%, ATXN viability inactive, KB-V1 cytotox 12.6%, HT1080NT lethal -1.6%, KB-3-1 cytotox 7.6%, ATXN2 expr inh 2.4%, MCF10A rereplic 0.0%, HT1080 IDH1KD tx -4.6% and IL1B secr inh 1.3.
For CCCN1CCN(C(=O)c2ccc(Sc3ccc(C)cc3)c(NC(C)=O)c2)CC1 the results were SW480 rereplic -9.4%, ATXN viability inactive, KB-V1 cytotox -5.4%, HT1080NT lethal -13.2%, KB-3-1 cytotox -2.9%, ATXN2 expr inh 6.9%, MCF10A rereplic -10.0%, HT1080 IDH1KD tx -20.4% and IL1B secr inh 9.5.
Cc1ccc(NC(=O)CSCC(=O)NCCc2ccccn2)c(C)c1 was read as SW480 rereplic -4.8%, ATXN viability inactive, KB-V1 cytotox -0.2%, HT1080NT lethal 12.9%, KB-3-1 cytotox -5.3%, ATXN2 expr inh -15.6%, MCF10A rereplic -1.5%, HT1080 IDH1KD tx 10.8% and IL1B secr inh 22.4.
COc1ccc(C(=O)NC(C)Cn2nc(C)cc2C)cc1OC1CCN(C(C)=O)CC1 (stereo unspecified) was read as SW480 rereplic -2.2%, ATXN viability inactive, KB-V1 cytotox inconclusive, HT1080NT lethal 3.9%, KB-3-1 cytotox 25.1%, ATXN2 expr inh 4.5%, MCF10A rereplic 3.6%, HT1080 IDH1KD tx 5.1% and IL1B secr inh 0.0.
COC(=O)Cn1cnc2c(cnn2-c2ccccc2)c1=O was read as SW480 rereplic inconclusive, ATXN viability inactive, KB-V1 cytotox -28.4%, HT1080NT lethal -0.9%, KB-3-1 cytotox -2.1%, ATXN2 expr inh 3.7%, MCF10A rereplic inconclusive, HT1080 IDH1KD tx -2.3% and IL1B secr inh inconclusive.
C/C(=N\NC(=O)c1ccncc1)c1ccc(NC(=O)c2ccc(Cl)cc2)cc1 was read as SW480 rereplic 2.5%, ATXN viability inactive, KB-V1 cytotox 14.9%, HT1080NT lethal 3.1%, KB-3-1 cytotox 8.8%, ATXN2 expr inh 40.1%[activator], MCF10A rereplic -13.2%, HT1080 IDH1KD tx -1.4% and IL1B secr inh -12.5.
Screening S=C(NCc1cccnc1)Nc1ccc(Oc2ccccc2)cc1 returned SW480 rereplic 2.9%, ATXN viability inactive, KB-V1 cytotox -12.5%, HT1080NT lethal -13.8%, KB-3-1 cytotox -8.9%, ATXN2 expr inh 0.0%, MCF10A rereplic 4.2%, HT1080 IDH1KD tx -9.3% and IL1B secr inh 0.0.
Cc1c(C(=O)N2CCOCC2)sc2ncn(CC(=O)N3CCC(C)CC3)c(=O)c12 was read as SW480 rereplic -3.7%, ATXN viability inactive, KB-V1 cytotox 13.3%, HT1080NT lethal 0.2%, KB-3-1 cytotox 5.7%, ATXN2 expr inh 6.3%, MCF10A rereplic -2.6%, HT1080 IDH1KD tx -9.7% and IL1B secr inh 7.6.
Screening COc1ccc(NC(=O)c2nc[nH]c2C(=O)N2CCN(C(=O)OC(C)(C)C)CC2)cc1 returned SW480 rereplic inconclusive, ATXN viability inactive, KB-V1 cytotox 2.2%, HT1080NT lethal 18.6%, KB-3-1 cytotox -3.3%, ATXN2 expr inh 5.2%, MCF10A rereplic 2.9%, HT1080 IDH1KD tx 11.0% and IL1B secr inh 3.2.
For CC(C)(C)c1csc(NC(=O)c2ccc(Cl)s2)n1 the results were SW480 rereplic inconclusive, ATXN viability inactive, KB-V1 cytotox inconclusive, HT1080NT lethal inconclusive, KB-3-1 cytotox inconclusive, ATXN2 expr inh 12.5%, MCF10A rereplic inconclusive, HT1080 IDH1KD tx inconclusive and IL1B secr inh -23.0.
For Cc1ccc(C(=O)NC2CC3CCCC(C2)N3Cc2ccccc2)cc1 (stereo unspecified) the results were SW480 rereplic -0.7%[9.22 µM], ATXN viability inactive, KB-V1 cytotox 1.1%, HT1080NT lethal 0.6%, KB-3-1 cytotox -7.8%, ATXN2 expr inh 13.1%, MCF10A rereplic 8.4%, HT1080 IDH1KD tx 2.5% and IL1B secr inh 14.9.
`COc1cc(NC(=S)NC2CC2)c(OC)cc1Cl` gave SW480 rereplic -1.9%, ATXN viability inactive, KB-V1 cytotox -3.4%, HT1080NT lethal -7.7%, KB-3-1 cytotox 6.9%, MCF10A rereplic 15.1%, HT1080 IDH1KD tx -1.5% and IL1B secr inh -2.6.
For O=C(COC(=O)CNC(=O)c1ccc(F)cc1)Nc1cccc(S(=O)(=O)N2CCCC2)c1 the results were SW480 rereplic -31.8%, ATXN viability inactive, KB-V1 cytotox 8.4%, HT1080NT lethal 13.1%, KB-3-1 cytotox -6.6%, ATXN2 expr inh -30.4%, MCF10A rereplic 0.5%, HT1080 IDH1KD tx 1.5% and IL1B secr inh 23.3.
For CC1CCCN(CCCCOc2cccc(Br)c2)C1 (stereo unspecified) the results were SW480 rereplic 0.5%, ATXN viability inactive, KB-V1 cytotox inconclusive, HT1080NT lethal -2.8%, KB-3-1 cytotox -11.6%, ATXN2 expr inh -16.5%, MCF10A rereplic 27.8%, HT1080 IDH1KD tx -3.2% and IL1B secr inh 0.0.
For Cn1nc(C(F)(F)F)c(C(=O)Nc2ccc(Cl)cc2)c1Cl the results were SW480 rereplic 1.1%, ATXN viability inactive, KB-V1 cytotox 5.6%, HT1080NT lethal 18.4%, KB-3-1 cytotox -1.5%, ATXN2 expr inh -7.1%, MCF10A rereplic 9.7%, HT1080 IDH1KD tx 6.4% and IL1B secr inh -0.5.
`Cc1cccc(C)c1NC(=S)N/N=C/c1ccc(OCCC(C)C)cc1` gave SW480 rereplic 18.5%, ATXN viability inactive, KB-V1 cytotox inconclusive, HT1080NT lethal -8.9%, KB-3-1 cytotox inconclusive, ATXN2 expr inh -16.1%, MCF10A rereplic 13.0%, HT1080 IDH1KD tx -7.1% and IL1B secr inh inconclusive.
`CCCCc1cc(=O)oc2cc(OCC(=O)N(CC)CC)c(Cl)cc12` gave SW480 rereplic 2.2%, ATXN viability inactive, KB-V1 cytotox inconclusive, HT1080NT lethal 1.6%, KB-3-1 cytotox -10.7%, ATXN2 expr inh 1.3%, MCF10A rereplic -0.3%, HT1080 IDH1KD tx 8.2% and IL1B secr inh -22.1.
For O=C(Nc1ccccc1)c1ccco1 the results were SW480 rereplic inconclusive, ATXN viability inactive, KB-V1 cytotox inconclusive, HT1080NT lethal -5.5%, KB-3-1 cytotox 2.5%, ATXN2 expr inh 12.8%, MCF10A rereplic -1.1%, HT1080 IDH1KD tx -12.1% and IL1B secr inh -22.6.
Screening O=C(NCc1ccccc1)NC12CC3CC(CC(C3)C1)C2 returned SW480 rereplic 13.7%, ATXN viability inactive, KB-V1 cytotox 6.1%, HT1080NT lethal 3.4%, KB-3-1 cytotox 0.7%, ATXN2 expr inh 29.1%, MCF10A rereplic 3.4%, HT1080 IDH1KD tx -4.7% and IL1B secr inh -0.6.
`O=C(N[C@H](CO)c1ccccc1)[C@H]1O[C@@H](n2ccc(=O)[nH]c2=O)[C@H](O)[C@@H]1O` gave ATXN viability inactive, KB-V1 cytotox 0.0%, HT1080NT lethal 0.0%, KB-3-1 cytotox 0.0%, ATXN2 expr inh 12.6%, HT1080 IDH1KD tx -0.6% and IL1B secr inh 27.7.
